From PubChem
ERp5 inh: inhibitors of ERp5-driven insulin aggregation, primary screen, biochemical, turbidity, absorbance 650 nm, single point. 90 min. actives 0.05% (n = 350,000). AID 651711, 2012. inhibition, % at 9.99 µM;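 active means mean replicate inhibition above about 25%, with every replicate also reaching it, limit read from the data, passing the limit was not always enough; inconclusive means only one of those two criteria met; inactive means neither criterion met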
Target sequence (Q15084 whole entry, looked up): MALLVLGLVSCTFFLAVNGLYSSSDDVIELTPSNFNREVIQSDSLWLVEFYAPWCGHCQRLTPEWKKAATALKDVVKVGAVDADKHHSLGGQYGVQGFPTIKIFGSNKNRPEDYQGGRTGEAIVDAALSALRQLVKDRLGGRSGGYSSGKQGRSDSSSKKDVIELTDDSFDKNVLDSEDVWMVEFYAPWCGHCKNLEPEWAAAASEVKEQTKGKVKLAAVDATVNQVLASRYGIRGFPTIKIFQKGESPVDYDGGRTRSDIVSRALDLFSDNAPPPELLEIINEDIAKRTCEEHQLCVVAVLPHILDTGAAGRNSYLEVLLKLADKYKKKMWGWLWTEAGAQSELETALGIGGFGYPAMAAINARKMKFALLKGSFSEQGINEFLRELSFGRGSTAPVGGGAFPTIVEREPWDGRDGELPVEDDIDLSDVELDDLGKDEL
esBAF inh: Bmi1 luciferase reporter increase in mESCs, primary screen, esBAF inhibitor project, mouse ES cells, Bmi1 luciferase knock-in, single point; AID 602393, 2012; reporter increase, % at 12.5 µM; 24 h; 100% = twice the neutral-well signal; actives 2% (n = 350,000); in the data active means activation above about 40%; inconclusive means no clear call, values can overlap the other calls;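 further: 0% = median of the plate's neutral control wells and 100% = double that signal; a rise in the Bmi1 reporter signal indicates esBAF inhibition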
Statin myotox sup: suppressors of statin myotoxicity in C2C12 myotubes, primary screen, cell-based, single point, plate reader. actives 0.78% (n = 330,000). C2C12 myotubes + simvastatin, ATP luminescence, 48 h; scaled: DMSO 0, geranylgeraniol control 100. rescue of ATP level, % at 7.49 µM;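 active means mean ATP rescue above about 67%, or every replicate alone reaching that limit, limit read from the data, passing the limit was not always enough; inconclusive means no clear call, values can overlap the other calls; inactive means mean under the limit and some replicate under it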;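 further: myotubes were challenged with 10 µM simvastatin during compound exposure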
ARNT-TACC3 inh: disruptors of ARNT/TACC3 protein interaction, primary screen, biochemical, AlphaScreen, single concentration. Transforming acidic coiled-coil-containing protein 3 (Homo sapiens), Q9Y6A5. AlphaScreen His-ARNT PAS-B/GST-TACC3 binding, luminescence; TACC3 fragment carries E629A point mutation. inhibition, % at 9.99 µM. actives 0.66% (n = 390,000);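 active means mean inhibition of replicates at least 50% and at least half of replicates each reaching 50%; inconclusive means half or more replicates reach 50% but mean below 50%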;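 further: 0% = complete ARNT plus TACC3 wells and 100% = ARNT alone without TACC3; many hits fall short of the cut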
SIRT5 inh: SIRT5 desuccinylase inhibitors, primary screen, biochemical, fluorescence imaging, single point, set 5; NAD-dependent protein deacylase sirtuin-5, mitochondrial (Homo sapiens), Q9NXA8; Purified SirT5, succinyl-peptide AMC, trypsin-coupled fluorescence; inhibition, % at 15 µM; actives 1.1% (n = 330,000); AID 652115, 2013; in the data active means inhibition above about 15%; inconclusive means no clear call, values can overlap the other calls
Target sequence (Q9NXA8 whole entry, looked up): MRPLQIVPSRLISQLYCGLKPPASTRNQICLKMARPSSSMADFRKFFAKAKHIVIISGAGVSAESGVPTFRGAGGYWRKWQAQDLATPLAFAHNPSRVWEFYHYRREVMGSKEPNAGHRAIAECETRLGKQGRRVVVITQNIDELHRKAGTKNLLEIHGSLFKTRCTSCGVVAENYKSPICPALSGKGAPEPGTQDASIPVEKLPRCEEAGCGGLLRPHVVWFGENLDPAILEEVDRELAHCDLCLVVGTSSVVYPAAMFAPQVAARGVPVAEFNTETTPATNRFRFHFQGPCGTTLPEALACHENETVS
miR-122 sensor: miR-122 Renilla sensor signal increase in Huh7, primary screen, miR-122 inhibitor project, cell-based, single point, plate reader; AID 602342, 2012; actives 0.3% (n = 340,000); activation (reporter increase), % at 12.5 µM; Huh7 miR-122 Renilla luciferase sensor, 48 h; neutral wells = 0, positive control = 100;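 active means mean replicate activation score at least 90 and every replicate individually at or above 90; inconclusive means only one of the two criteria met; inactive means neither criterion met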;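 further: higher luciferase means less miR-122 activity so hits act as miR-122 inhibitors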
Cneo AK release: Cryptococcus neoformans cell lysis inducers, primary screen, AK release luminescence, single concentration; actives 0.2% (n = 360,000); C. neoformans lysis, adenylate kinase release luminescence, 4 h; normalised: neutral wells 0, clomiphene wells 100; lysis activity, % at 15 µM;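 active means mean lysis activity across replicates of at least 80%, whatever share of replicates individually reach that level; inactive means mean lysis activity below 80%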
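Schedule: static 4 h at 37 °C with compound, 1 h detection; system: C. neoformans cells; benchmarks: Clomiphene as positive control; buffer or medium: fresh YPD medium; measure: luminescence rise reflecting yeast cell lysis; measured by: luminescent adenylate kinase detection reagent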
The depositor's hits bear a star; u = inconclusive; x = not tested or not shown; [ ] = remark or other dose.

cpd	Compound	SIRT5 inh	Statin myotox sup	ERp5 inh	miR-122 sensor	Cneo AK release	ARNT-TACC3 inh	esBAF inh
1	Cc1ccc(OCC(=O)Nc2oc(-c3ccccc3)c(-c3ccccc3)c2C#N)cc1	x	-7	x	4	0	-2	-1
2	O=C(OCC(=O)N1CCCCCC1)c1cccc(Cl)c1Cl	x	14	-8	-4	-5	x	47*
3	C[C@H]1CN([C@@H](C)CO)C(=O)c2cc(C3=CCCC3)cnc2O[C@H]1CN(C)S(=O)(=O)c1cn(C)cn1	0	0	-3	1[16.7 µM]	-1	-7	-5
4	OC1(c2cn(Cc3ccccc3)nn2)CCCCC1	x	19	x	-1	5	-2	-3
5	O=C(CSc1nc2ccsc2c(=O)n1CC1CCC(C(=O)O)CC1)c1ccc(F)cc1 (stereo unspecified)	0	12	-2	0	0	x	0
6	Cc1ccccc1C(=O)Nc1sc2c(c1C(=O)O)CCC2	6	7	-3	-7	x	1	-4
7	CCC(=O)N(C)C[C@@H]1Oc2ncc(-c3ccccc3OC)cc2C(=O)N([C@@H](C)CO)C[C@@H]1C	-3	-1	-5	-6[16.7 µM]	-3	-4	1
8	CC(=O)c1cccc(Nc2cc(C)nc3ccccc23)c1	0	x	3	-3	-2	-2	x
9	COc1ccc(O)c(C(=O)c2cc(C#N)c(=O)n(CC3CCCO3)c2)c1 (stereo unspecified)	x	x	x	9	-1	3	1
10	N#C[C@@H]1[C@H](c2ccc(C3=CCCCC3)cc2)[C@H](CO)N1S(=O)(=O)c1ccccc1	-3	-12	0	x	-4	39	1
11	O=C(CCNC(=O)c1ccc(Br)cc1)NC1CCCCCC1	0	2	-1	0	0	5	3
12	O=C(Nc1cccc(Cl)c1Cl)C1CCN(C(=O)c2cccs2)CC1	-3	-4	-1	0	-1	-13	-5
13	C=CCn1c(COc2ccc(Cl)cc2)nnc1SCc1ccc(C#N)cc1	x	-9	x	19	1	-3	-7
14	Cc1ccc(C)c(S(=O)(=O)N2CCN(C(=O)c3ccccn3)CC2)c1	-3	15	-13	3	-1	-3	8
15	COc1cccc(CCc2nnc(CCC(=O)NCCC3CCCCO3)o2)c1 (stereo unspecified)	-2	3	7	0	1	-1	6
16	O=C(CC1OC(=O)c2ccccc21)Nc1cc(Cl)ccc1N1CCCC1 (stereo unspecified)	3	-18	-4	-3	-3	-4	-3
17	C[C@@H]1CN([C@@H](C)CO)C(=O)c2cc(NC(=O)Nc3ccc4c(c3)OCO4)ccc2O[C@@H]1CN(C)CC1CCCCC1	9	-12	-4	22[16.7 µM]	-62	-31	2
18	CC1(C)Cc2[nH]c(=S)c(C#N)cc2CO1	x	-8	x	4	-1	11	2
19	CCCC#Cc1ccc([C@@H]2[C@@H](CO)N(C(=O)C3CC3)[C@H]2C#N)cc1	4	-1	1	x	-1	4	3
20	Cc1cc(C(=O)Nc2cccc3c2O[C@H](CN(C)C(=O)Nc2c(C)noc2C)[C@@H](C)CN([C@@H](C)CO)C3=O)n(C)n1	-5	35	11	-1[16.7 µM]	0	-8	-6
21	Cc1ccc(N2C(=O)CN(Cc3ccccc3)C2=S)cc1C	0	-4	4	x	0	-5	1
22	CCOc1ccc2[nH]c(=O)c(CN(Cc3ccc(F)cc3)C(=O)N3CCCC3)cc2c1	x	x	x	-3	-6	-6	-3
23	CCOC(=O)C1CCCN(C(=O)c2ccc(OC)cc2OC)CC1 (stereo unspecified)	-3	0	-3	1	0	x	6
24	COc1ccc(C2c3[nH]c4ccccc4c3C[C@H]3C(=O)N(c4ccccc4C(=O)NCCN4CCOCC4)C(=O)N23)cc1 (stereo partly specified)	-2	0	4	9	1	0	10
25	S=c1[nH]c(-c2ccc(Br)cc2)cn1CCc1ccccc1	-1	x	6	x	x	-1	x
26	COC(=O)c1ccc(CS(=O)(=O)c2ccccc2C)o1	-4	-9	7	-6	2	4	-8
27	CCCNC(=O)N1[C@@H]2Cn3c(ccc(-c4ccccc4OC)c3=O)[C@H]1[C@@H](C(=O)N(C)C)[C@@H]2CO	-20	-31	10	-7[16.7 µM]	8	15	1
28	COc1cc(C(=O)NCCC(=O)NC(C)C)cc(OC)c1OC	-2	x	u	x	x	-9	x
29	Cc1occc1C(=O)N/N=C/c1cccs1	2	3	0	-2	-4	-1	21
30	CO[C@@H]1CC[C@@H]2CCN(C)C(=O)CCCN(C)C(=O)c3cccc(C#N)c3OC[C@@H]1O2	3	-8	-2	x	58	-3	1
31	O=c1cnc2ccccc2n1Cc1ccc(Br)cc1	2	7	3	-28	-2	-3	21
32	Cc1ccc(CNC(=O)C2CC2c2ccccc2)cc1 (stereo unspecified)	x	x	x	-3	-1	-2	x
33	COc1cccc(NC(=O)N2CCc3nc(Nc4ccc(C(C)C)cc4)ncc3C2)c1	x	6	2	-4	-1	x	70*
34	O=C(Cn1cccc1C(=O)c1ccccc1)NCc1cccc(Cl)c1	-1	x	-13	x	x	-5	x
35	COc1ccccc1CNC(=O)COC(=O)Cc1c[nH]c2ccccc12	-2	0	4	3	1	5	-2
36	COc1ccc(OC)c(NC(=O)NCCc2c[nH]c3ccccc23)c1	-1	-9	1	-14	6	-2	-9
37	CC1CCCN(c2ccc3nc4ccccc4c(=O)n3n2)C1 (stereo unspecified)	-1	x	5	x	x	18	x
38	CN(CC(=O)NC1CCCCC1)S(=O)(=O)c1cccc2nsnc12	x	-6	x	-2	0	-3	1
39	COc1ccc(C(=O)N/C(=C\c2cn(C)c3ccccc23)C(=O)N2CCOCC2)cc1	-1	11	x	7	35	2	2
40	CCc1c(C)sc(NC(=O)Cc2ccccc2OC)c1C(=O)N1CCOCC1	-5	8	2	-9	3	-3	-4
41	O=C(CCCCCn1c(=S)[nH]c2ccc(N3CCOCC3)cc2c1=O)NCc1ccccc1Cl	-3	-37	-4	6	0	0	3
42	O=[N+]([O-])c1ccc(Cl)c(/C=N/N2CCN(Cc3ccccc3)CC2)c1	x	4	x	6	2	22	-3
43	CS(=O)(=O)Nc1ccc2c(c1)[C@H]1C[C@@H](CC(=O)NCc3cccnc3)O[C@H](CO)[C@H]1O2	-1	1	-3	-1[16.7 µM]	4	-8	6
44	COC(=O)c1ccccc1NC(=O)c1ccc(F)cc1	0	x	-13	-14	-3	-6	x
45	CCS(=O)(=O)N1CCCCN2[C@@H](CO)[C@H](c3ccc(-c4ccccc4F)cc3)[C@@H]2C1	2	21	-2	9[16.7 µM]	0	-2	-5
46	O=C(C[C@@H]1CC[C@@H]2[C@H](COC[C@H](O)CN2C(=O)c2cccnc2)O1)NC1Cc2ccccc2C1	1	4	-7	0[16.7 µM]	-1	0	-6
47	NS(=O)(=O)c1ccc(NC(=S)NCc2ccccc2)cc1	x	9	x	-2	0	0	2
48	CN(c1cccc(NC(=O)c2ccc(CN3CCc4ccccc4C3)cc2)c1)S(C)(=O)=O	0	-2	6	-3	0	5	0
49	C[C@@H]1CCCCO[C@@H](CN(C)S(=O)(=O)c2ccc(F)cc2)[C@H](C)CN([C@@H](C)CO)C(=O)c2cc(NS(=O)(=O)c3ccc(F)cc3)ccc2O1	x	x	x	-13[16.7 µM]	0	2	18
50	C[C@H]1CN([C@@H](C)CO)C(=O)c2cc(C3=CCCC3)cnc2O[C@H]1CN(C)C(=O)c1ccc2c(c1)OCO2	11	3	1	19[16.7 µM]	1	3	2

The list continues:
cpd	Compound	SIRT5 inh	Statin myotox sup	ERp5 inh	miR-122 sensor	Cneo AK release	ARNT-TACC3 inh	esBAF inh
51	Cc1ccc(NC(=S)NCc2ccc3c(c2)cc(C)n3C)c(C)c1	-7	x	5	x	x	1	x
52	CO[C@@H]1CN(C)C(=O)c2cc(NC(=O)c3cnccn3)ccc2OC[C@H](C)N(C)C[C@H]1C	4	6	-26	-1[16.7 µM]	1	29	-1
53	CC(OC(=O)c1cc(Br)ccc1O)C(=O)Nc1ccc(S(=O)(=O)N2CCCC2)cc1 (stereo unspecified)	3	0	16	x	6	12	-2
54	C[C@H]1CN([C@@H](C)CO)C(=O)c2cc(NC(=O)Nc3ccccc3)ccc2O[C@@H]1CN(C)C(=O)Nc1ccc(F)cc1	4	5	2	8[16.7 µM]	-3	-8	-4
55	O=S(=O)(c1ccccc1)N1CCCCN2[C@H](CO)[C@H](c3ccc(C#Cc4ccccc4)cc3)[C@@H]2C1	10	x	0	-14[16.7 µM]	-2	2	x
56	O=C(CS(=O)(=O)c1ccccc1)Nc1ccc(S(=O)(=O)Nc2ccccn2)cc1	1	x	-1	x	x	-2	x
57	Cc1onc(-c2c(F)cccc2Cl)c1C(=O)OCc1nnc(-c2ccccc2)o1	-5	7	4	-1	-1	1	-5
58	COc1cccc(CNC(=O)C[C@H]2CC[C@@H](NS(=O)(=O)c3ccccc3OC)[C@H](CO)O2)c1	2	2	-2	x	-1	x	-2
59	CO[C@H]1CN(C)C(=O)c2cc(NC(=O)c3nc4ccccc4s3)ccc2OC[C@H](C)N(Cc2cccnc2)C[C@H]1C	x	-4	0	x	1	-2	11
60	COc1ccccc1C(=O)NNC(=O)c1nn(Cc2ccccc2)c(=O)c2ccccc12	-3	x	-3	x	x	3	x
61	CCN1C=C(C(=O)c2ccccc2)C(=O)CC1	0	-7	2	x	1	-2	-4
62	Cn1c(=O)n(Cc2ccc(Cl)cc2)c(=O)c2c1nc1n2CCN1Cc1ccco1	x	-5	x	2	-5	1	4
63	Cc1nn(-c2ccccc2)c(C)c1NC(=O)COC(=O)c1cc([N+](=O)[O-])ccc1NCCO	3	x	-9	-3	1	-2	x
64	C[C@@H]1CCCCO[C@H](CN(C)C(=O)Nc2ccccc2)[C@H](C)CN([C@H](C)CO)C(=O)c2cc(N(C)C)ccc2O1	-2	21	-3	-6[16.7 µM]	3	7	0
65	CSc1ccc(C2NC(=O)c3ccccc3N2)cc1 (stereo unspecified)	-2	-11	3	28	-3	-7	65*
66	COC(=O)c1ccc(CNC(=O)CN(CCC(C)C)S(=O)(=O)c2ccc3c(c2)OCCO3)cc1	x	x	-1	8	0	-5	x
67	COC(=O)N1CCCCC1c1cc(C(=O)NCc2ccc(F)cc2)no1 (stereo unspecified)	x	1	0	3	0	x	1
68	CNC(=S)NNC(=O)c1ccc(C(C)(C)C)cc1	-1	13	4	x	x	-4	28
69	O=C(Nc1ccc(F)cc1)N1C[C@@H]2[C@H](c3ccccc31)[C@@H](CO)N2Cc1ccccc1	7	7	-2	-10[16.7 µM]	-2	-8	3
70	COc1ccc(C#Cc2ccc3c(c2)[C@]2(C(=O)N3)[C@H](C(=O)N3CCN(c4ncccn4)CC3)[C@H]3C(=O)O[C@H](c4ccccc4)[C@H](c4ccccc4)N3[C@@H]2c2ccc(OCCO)cc2)cc1	23*	x	0	x	-2	24	x
71	C=CCN1N=C(c2ccc(NC(=O)c3ccccc3)cc2)CSC1=O	0	x	0	x	x	1	x
72	O=C(c1ccco1)n1nc(NCc2ccccc2)nc1NCc1ccccc1	x	x	x	2	-3	-1	12
73	O=C(COc1ccc([N+](=O)[O-])cc1)Nc1ccc(NC(=O)c2ccccc2)cc1	0	-5	4	20	-1	-5	8

Screen by screen, quoted from above.
Entries 65–68 in ERp5 inh, in turn: 3, -1, 0, 4

Limited to Cneo AK release (two entries from above):
| item | Molecule | Cneo AK release |
| --- | --- | --- |
| 58 | COc1cccc(CNC(=O)C[C@H]2CC[C@@H](NS(=O)(=O)c3ccccc3OC)[C@H](CO)O2)c1 | -1 |
| 52 | CO[C@@H]1CN(C)C(=O)c2cc(NC(=O)c3cnccn3)ccc2OC[C@H](C)N(C)C[C@H]1C | 1 |
